Mtb RmlCD inh: inhibitors of Mycobacterium tuberculosis RmlC and RmlD coupled enzymes; P9WH09+P9WH11; RmlC+RmlD coupled enzyme assay, percent inhibition; primary screen in compound mixtures; inhibition, % at 3.6 µM; 160,000 tested, 0.03% active; AID 1533; in the data active = inhibition mostly above about 34%, no sharp cut-off; also: some results filed as inactive read as strong as hits
Target sequence (P9WH09 whole entry, looked up): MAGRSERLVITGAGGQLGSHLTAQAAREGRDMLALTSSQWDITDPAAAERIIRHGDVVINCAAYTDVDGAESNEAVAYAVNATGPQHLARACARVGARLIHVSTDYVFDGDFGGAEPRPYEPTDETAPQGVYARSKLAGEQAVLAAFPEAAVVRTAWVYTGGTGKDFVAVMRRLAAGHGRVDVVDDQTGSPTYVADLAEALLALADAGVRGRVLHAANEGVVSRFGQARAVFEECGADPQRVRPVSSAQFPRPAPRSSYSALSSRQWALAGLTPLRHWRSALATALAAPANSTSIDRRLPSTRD
Target sequence (P9WH11 whole entry, looked up): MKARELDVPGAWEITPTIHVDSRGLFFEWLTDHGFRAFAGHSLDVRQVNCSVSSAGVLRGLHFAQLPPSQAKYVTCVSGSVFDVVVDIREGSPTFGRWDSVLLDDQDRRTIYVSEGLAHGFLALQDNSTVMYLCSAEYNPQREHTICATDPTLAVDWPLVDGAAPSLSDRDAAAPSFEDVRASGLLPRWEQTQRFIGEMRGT
GlmU inhibition: inhibition of mycobacterial GlmU enzyme – biochemical, glucosamine-1-phosphate acetyltransferase (AID 1376) | M. tuberculosis GlmU acetyltransferase enzyme assay; higher % means a stronger effect | inhibition, %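 (tested at 30 µM in the primary screen)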; hits with a dose series show IC50 in µM | 220,000 tested, 0.25% active; in the data active = inhibition above about 13%;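 also: 0% = complete reaction with vehicle and 100% = reaction without substrate; strong numbers were not always called active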
An asterisk follows results filed as active; · = no result given. Some of the compounds tested (hit frequency here may not be typical).

Compound | GlmU inhibition | Mtb RmlCD inh
Cc1cc(C(=O)NCCCN2CCN(c3cc(Cl)ccc3C)CC2)n(-c2ccccc2)n1 | 1.3% | -1
Cc1ccc(NC(=O)CCNC(=O)c2ccco2)cc1 | 0.0% | ·
CN1CCC(N(C)C(=O)CCc2nc3ccccc3c(=O)[nH]2)CC1 | 3.8% | 7
CCN(CC)c1ccc(NC(=O)COc2ccc(C)cc2)cc1 | 4.8% | ·
COc1ccc(S(=O)(=O)C(C#N)c2nc3ccccc3nc2N2CCCC(C)C2)cc1 (stereo not drawn) | 2.6% | 3
CCNS(=O)(=O)c1ccc(NC(=O)c2ccc(Cn3cc([N+](=O)[O-])cn3)o2)cc1 | -0.1% | 5
COC(=O)c1cc(NC(=O)C2CC(=O)NC(=NCc3ccc(OC)cc3)S2)cc(C(=O)OC)c1 (stereo not drawn) | 1.4% | 5
CCOC(=O)c1ccc(N2C(=O)C3ON(c4ccccc4)C(c4ccco4)C3C2=O)cc1 (stereo not drawn) | 1.7% | 7
COc1ccccc1Cn1c(-c2ccco2)nc2nc3ccccc3nc21 | -1.2% | ·
CCC(C)N(C(=O)COC(=O)CCc1c[nH]c2ccccc12)C1CCS(=O)(=O)C1 (stereo not drawn) | · | 3
CCc1nnc(NC(=O)CSc2ccc(-c3cccs3)nn2)s1 | -6.3% | -6
CCOc1ccc(/C=N/NC(=O)c2cc(-c3cccn3C)n[nH]2)cc1 | -3.1% | ·
COCCNC(=S)NNC(=O)CSCc1ccc(Cl)cc1Cl | -3.0% | -8
N#Cc1cc2c(nc1SC1CC(=O)N(c3ccccc3)C1=O)CCC2 (stereo not drawn) | 0.4% | 14
CCC(=O)C1=C(O)C(c2cccc(Oc3ccccc3)c2)CCC1=O (stereo not drawn) | -8.3% | 13
Cc1ccc(SCCC(=O)NC(C)(C)C)cc1 | 3.0% | ·
CCOc1cc(C2Nc3ccccc3C(=O)N2c2ccccc2)ccc1O (stereo not drawn) | -1.9% | 19
Cc1ccc(C)c(NC(=O)CCN2CCc3ccccc3C2)c1 | -7.4% | -6
COc1cc(C(=O)Nc2ccc(C(N)=O)cc2)c([N+](=O)[O-])cc1OC | 0.3% | ·
COc1cccc(CNC(=O)C(=O)NCC2CCCO2)c1 (stereo not drawn) | 2.8% | ·

Reprinted at random: six entries already listed, in no set order.
Compound | GlmU inhibition | Mtb RmlCD inh
Cc1ccc(NC(=O)CCNC(=O)c2ccco2)cc1 | 0.0% | ·
CCc1nnc(NC(=O)CSc2ccc(-c3cccs3)nn2)s1 | -6.3% | -6
COc1ccc(S(=O)(=O)C(C#N)c2nc3ccccc3nc2N2CCCC(C)C2)cc1 (stereo not drawn) | 2.6% | 3
COc1cccc(CNC(=O)C(=O)NCC2CCCO2)c1 (stereo not drawn) | 2.8% | ·
N#Cc1cc2c(nc1SC1CC(=O)N(c3ccccc3)C1=O)CCC2 (stereo not drawn) | 0.4% | 14
Cc1cc(C(=O)NCCCN2CCN(c3cc(Cl)ccc3C)CC2)n(-c2ccccc2)n1 | 1.3% | -1

(continued)
Compound | GlmU inhibition | Mtb RmlCD inh
COCc1cc(=O)[nH]c(SCCS(=O)(=O)c2ccc(C)cc2)n1 | -2.2% | 4
Cc1cccc(OCC(=O)Nc2cccc3nsnc23)c1 | 0.3% | ·
CCOC(=O)N1CCN(c2c(NCCCN(CC)CC)c(=O)c2=O)CC1 | 4.0% | ·
C=CCn1c(O)c(C=NCCN2CCOCC2)c(=O)[nH]c1=S | -1.7% | 7
CC(C)(C)n1nc2c(c1NC(=O)c1cc3ccccc3o1)CS(=O)(=O)C2 | -4.4% | -13
C=CCn1c(Cc2cccs2)nnc1SCC(=O)NCc1ccco1 | -4.3% | ·
N#CCCN1CCN(CCC#N)CC1 | 5.1% | ·
CC(C)OCCCNC(=O)CN1C(=O)/C(=C/c2ccccc2)Sc2ccccc21 | 1.1% | -4
NC(=O)CCn1nc(-c2ccccc2)c2ccccc2c1=O | 0.2% | 7
COc1ccc(-c2nnc(SCC(=O)Oc3ccc(C)cc3)o2)cc1 | 1.9% | ·
CN1CCN(S(=O)(=O)Cc2ccc(Cl)cc2)CC1 | -1.9% | -2
Cc1cccc(N2C(=O)C(O)=C(C(=O)c3cccs3)C2c2ccc(C(C)C)cc2)n1 (stereo not drawn) | 0.5% | 2
O=C(NCCc1ccccc1)[C@@H]1CC=C[C@@H]2CCN(Cc3ccccc3)C(=O)[C@@H]21 | -3.0% | ·
CS(=O)(=O)N1CCc2cc(C(=O)OCC(=O)c3ccccc3)ccc21 | 4.9% | 55
COc1ccc2[nH]c(=O)c(CN(Cc3nnnn3Cc3ccccc3)CC3CCCO3)cc2c1 (stereo not drawn) | -1.1% | 14
CC1=NN(C(=O)c2ccccc2)C(O)(c2ccc(Br)cc2)C1 (stereo not drawn) | 2.2% | -8
CN1CCC(=NNC(=O)C(=O)NC(C)(C)C)CC1 | 1.4% | -5
O=C(Nc1ccccc1N1CCOCC1)C1(c2ccc(Cl)cc2)CCC1 | -5.6% | 15
O=c1c2ccccc2nc2n1C(CSc1ccccc1)CS2 (stereo not drawn) | 1.6% | 12
CCc1cc(/C(Cc2csc(C)n2)=N/O)c(O)cc1O | -1.3% | ·

Compound | GlmU inhibition | Mtb RmlCD inh
Cc1cc(C)c(OCC(=O)Nc2nnc(-c3ccco3)o2)c(C)c1 | -1.5% | 10
Cc1ccc(-c2nc3cnccn3c2Nc2ccc3c(c2)OCCO3)o1 | -2.3% | 10
C=CCn1c(SCC(=O)c2ccc(CNC(C)=O)o2)nc2scc(C3CC3)c2c1=O | 6.7% | 15
COc1ccccc1Cn1c(=O)[nH]c2cccnc21 | -2.6% | 8
O=C(NCc1ccc2c(c1)OCO2)C(c1ccco1)N(C(=O)c1csnn1)c1ccccc1 (stereo not drawn) | 0.3% | 10
Cc1ccccc1OCCNC(=O)CNC(=O)c1ccccc1O | -1.8% | -8
COc1cc(OC)c(C2=Nc3ccc(Br)cc3C(c3ccccc3)N2CC(=O)NN)cc1OC (stereo not drawn) | -0.2% | 8
CCOc1cccc(-c2nnc(SCC(=O)Nc3cccc(OC)c3)n2N)c1 | -3.6% | -11
O=C(Nc1ccccc1)C1=C[C@H](c2ccc(C(F)(F)F)cc2)C[C@H](OCCCCO)O1 | -4.5% | ·
C=CC(COCc1ccccc1)N(C(=O)OC(C)(C)C)S(=O)(=O)c1ccccc1Br (stereo not drawn) | 8.0% | ·
Cc1[nH]c2ccc(F)cc2c1CCN(Cc1ccncc1)C(=S)Nc1cccc(F)c1 | -1.2% | 12
Cc1ccccc1C(=O)NC(=S)NCCc1ccccc1 | 3.8% | -9
c1ccc(-n2nc3ccccc3n2)cc1 | 3.4% | ·
O=C1CC(N2CCN(c3ccccc3Cl)CC2)C(=O)N1c1ccccc1 (stereo not drawn) | 4.2% | 0
COc1cc(O)cc2c1[C@@H]1Oc3c(ccc(O)c3CC=C(C)C)[C@@H]1CO2 | -2.1% | ·
CCc1ccc2ncc(S(=O)(=O)c3ccc(C)c(C)c3)c(N3CCCC3)c2c1 | -3.4% | -6
O=C(Nc1ccc(F)cc1)c1ccc(Cn2cnnn2)cc1 | 1.8% | 5
CCCCCn1c(SCC(=O)c2ccccc2)nc2cc(C(=O)NCc3ccco3)ccc2c1=O | 1.9% | 10
CCCOc1ccc(CNC(=S)NCc2ccc(OC(C)C)cc2)cc1 | 2.0% | -11
CN(C)C(=O)NC(NC(=S)Nc1ccccc1)C(Cl)(Cl)Cl (stereo not drawn) | 0.7% | 3

Compound | GlmU inhibition | Mtb RmlCD inh
CC1CCc2nn(CC(=O)Nc3ccc(F)cc3F)cc2C1 (stereo not drawn) | 0.1% | 13
CCCn1c(SCC(=O)Nc2cc(Cl)ccc2Cl)n[nH]c1=O | -2.0% | -15
COc1cc([N+](=O)[O-])c(N2CCOCC2)c([N+](=O)[O-])c1OC | 0.2% | 2
Nc1[nH]n2c(=O)cc(-c3ccccc3)nc2c1N=Nc1ccc(S(N)(=O)=O)cc1 | -5.6% | -5
CCCCN1C(=S)NC[C@@H]1Cc1ccc(O)cc1 | -4.0% | ·
CCn1nnc(-c2ccccc2NS(=O)(=O)c2ccc(C(=O)OC)cc2)n1 | -1.7% | 6
CCOc1ccccc1C(=O)N1CCN=C1SC | 5.3% | ·
CCCNC(=O)C1(CC2CC(c3ccccc3)=NO2)CCNCC1 (stereo not drawn) | -2.6% | ·
O=C(Cc1ccc(-c2ccccc2)cc1)OCC(=O)N1CCCC1=O | 0.6% | ·
C=CCn1c(COc2ccc(Cl)cc2)nnc1SCC(=O)Nc1ccc(S(N)(=O)=O)cc1 | -1.4% | ·
O=c1[nH]c2cc3c(cc2cc1C(c1nnnn1Cc1ccccc1)N1CCN2CCCC2C1)OCCO3 (stereo not drawn) | -2.0% | 12
O=C(NC1CCCc2ccccc21)C1CCN(S(=O)(=O)c2ccccc2)CC1 (stereo not drawn) | 2.0% | 15
O=C(/C=C/c1ccco1)NCC1CCCO1 (stereo not drawn) | · | 13
c1cnc2ccc(C(c3nnnn3C3CCCCC3)N3CCN4CCCC4C3)cc2c1 (stereo not drawn) | -1.7% | -11
Nc1nc(-c2cccc(Br)c2)cs1 | -1.6% | -9
CCN(CC)S(=O)(=O)c1ccc(C(=O)Nc2ccc3c(c2)OCO3)cc1 | 1.9% | 1
C#CCNC(=O)C1=C[C@@H](C2CCCCC2)C[C@@H](OCCCCO)O1 | 2.4% | ·
CC(C)n1cc(/C=C2/NC(=O)NC2=O)c2ccccc21 | -3.1% | 4
Cc1ccc2c(C(=O)CN3CCN(c4ccccc4)CC3)c(C)[nH]c2c1 | 14%* | ·
CN1CC(=O)N(CC(=O)Nc2ccc(SC(F)F)cc2)C1=O | 7.5% | 9

Compound | GlmU inhibition | Mtb RmlCD inh
O=C(CSc1nc2ccsc2c(=O)n1CC1CCC(C(=O)O)CC1)c1ccc(F)cc1 (stereo not drawn) | -2.8% | 7
CS(=O)(=O)CCC(C(=O)n1nnc2ccccc21)N1C(=O)c2ccccc2C1=O (stereo not drawn) | -0.4% | 12
CC(Oc1ccccc1)C(=O)NC1CCN(Cc2ccccc2)CC1 (stereo not drawn) | -2.1% | -9
Cc1ccc(S(=O)(=O)N(C)c2ccccc2C(=O)Nc2ccc3c(c2)OCCO3)cc1 | 0.2% | 4
O=C(NC(=S)Nc1cccc(Cl)c1N1CCCC1)c1ccc(-c2cccc([N+](=O)[O-])c2)o1 | -1.1% | ·
CC(C)CC(=O)Nc1ccc(N2CCN(S(C)(=O)=O)CC2)cc1 | -4.2% | -3
CCOC(=O)C1(Cc2ccccc2C)CCCN(Cc2ccc(NC(C)=O)cc2)C1 (stereo not drawn) | -2.8% | -4
COc1ccc(C(=O)NCCCc2nc3ccccc3n2Cc2cc(C)ccc2C)cc1OC | 0.0% | ·
O=c1nc(SCc2ccccc2Cl)nc(-c2ccc(Cl)cc2)[nH]1 | -1.4% | 1
COc1ccc(NC(=O)c2cn(-c3ccccc3)nc2SC)cc1 | -6.2% | ·
CCC(CC)c1nnc(NC(=O)Oc2ccccc2)s1 | 2.1% | ·
O=C(CN1CCN(S(=O)(=O)c2ccc(F)cc2)CC1)Nc1ccc2c(c1)OCCO2 | 2.9% | 74
COc1ccc(CCNCC2C(Oc3ccc(Cl)cc3)C(=O)N2c2ccccc2C)cc1OC (stereo not drawn) | -3.9% | -6
Cc1ccc(C)c(NC(=O)c2ccccc2Sc2ccc([N+](=O)[O-])cc2Cl)c1 | -2.7% | -8
O=C(CCS(=O)(=O)c1ccc(Br)cc1)Nc1ccc2c(c1)OCO2 | 1.0% | ·
C=C1Cn2c(nnc2-c2ccc(Cl)cc2)S1 | 1.4% | 6
CCOC(=O)CSc1nc2ccccc2c(=O)n1CC1COc2ccccc2O1 (stereo not drawn) | -5.8% | ·
COc1ccccc1N(C(=O)c1snc(C(N)=O)c1N)C(C(=O)NC1CCCC1)c1ccco1 (stereo not drawn) | 1.5% | -2
Cc1cccc(C)c1NC(=S)/N=C/N(C)C | -8.6% | -14
O=C(O/N=C/c1cccc([N+](=O)[O-])c1)C1CC1 | 0.9% | -5

Compound | GlmU inhibition | Mtb RmlCD inh
Cc1ccc(C)c(OCC(=O)N2CCCN(C)CC2)c1 | 3.9% | -8
CCn1c(C)nc2cc(-c3nnc(-c4c(-c5ccccc5)noc4C)o3)ccc21 | 1.5% | 16
CCOC(=O)Cc1csc(NC(=O)CSc2nnnn2-c2ccc(C)cc2C)n1 | 2.5% | ·
COc1ccc(N2C(=O)C3NN=C(C(=O)OCc4ccccc4)C3C2=O)cc1 (stereo not drawn) | -0.4% | -3
CC(C)COc1ccc(C(=O)N/C(=C\c2cccc([N+](=O)[O-])c2)C(=O)O)cc1 | 2.9% | ·
O=C(Nc1ccc(F)cc1)NC1CCN(Cc2ccccc2)CC1 | 4.7% | 9
C=CCNC(=S)Nc1ccc2nc(C)c(C)nc2c1 | 0.6% | ·
COC(=O)c1ccc(NC(=O)C(OC)c2ccccc2)cc1 (stereo not drawn) | -0.8% | -12
Nc1ccc(Cl)cc1/C(=N/O)c1ccccc1 | 1.6% | 1
CNc1ccccc1C(C)(C)c1cc(C)[nH]n1 | 0.2% | 39
COc1ccc(C(=O)NC(=O)NC2(C(Cl)(Cl)Cl)OCCO2)cc1 | 53% | 8
CCSC(C)CC1CC(=O)CC(=O)C1 (stereo not drawn) | -1.9% | -7
CCOc1nc(NC2CCCCC2)nc(NC(C)(C)C)n1 | -0.1% | ·
Cc1cc(C)c(C#N)c(SCCN2CCOCC2)n1 | 3.5% | 11
C/C(=N\NC(=O)c1c(Cl)c(C)nn1C)c1ccc(NC(=O)COc2ccc(Cl)cc2C)cc1 | -3.4% | ·

Screening data (PubChem BioAssay)
